Screens: PubChem BioAssay, National Center for Advancing Translational Sciences (NCATS)
APE1 inh = qHTS Assay for Inhibitors of the Human Apurinic/apyrimidinic Endonuclease 1 (APE1); DNA repair nuclease/redox regulator APEX1 (Homo sapiens), P27695; recombinant APE1, TAMRA/BHQ-2 abasic DNA cleavage fluorescence; Potency, µM (top dose mostly 65.8 µM), for the others: at the highest dose activity change, negative = inhibition, hits mostly inhibitors; 350,000 tested, 0.35% active; AID 2517, 2012;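 further: plate controls were vehicle for no effect and reference inhibitor for full effect; nearly all actives have a fitted effect of over 55% in size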
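Enzyme (0.75 nM final) and test compound are incubated 15 min at room temperature before adding 50 nM quenched THF abasic-site duplex. Cleavage dequenches TAMRA, followed at 525/598 nm over three reads one minute apart.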
Pol beta inh = qHTS Assay for Inhibitors of DNA Polymerase Beta | P06746 | Potency, µM (top dose mostly 114 µM), for the others: at the highest dose activity change, negative = inhibition, most hits filed as inhibitors | Pol beta primer extension/strand displacement, fluorescence kinetic | AID 485314, 2010 | 340,000 tested, 1.3% active; further: on the % scale 0 is the no-effect control and ±100 the full control effect
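Pol beta (10 nM) and compounds were preincubated 15 min at room temperature, then 50 nM substrate (final) started primer extension/strand displacement. Reads were taken at 0 and 10 min; concentration-response data were fitted to a four-parameter Hill equation.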
Pol eta inh = qHTS for Inhibitors of Polymerase Eta. DNA polymerase eta (Homo sapiens), Q9Y253. recombinant Pol eta, fluorescent DNA replication assay. 390,000 tested, 1.2% active. Potency, µM (doses to about 114 µM), for inactives: at the top dose activity change, negative = inhibition, usual class: inhibitors; further: on the % scale 0 is the no-effect control and ±100 the full control effect
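Pol eta (10 nM) was preincubated with compounds for 15 min at room temperature, after which fluorescent replication substrate (50 nM final) was added to start the reaction. Fluorescence was read kinetically at 0 and 10 min.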
Pol iota inh = qHTS for Inhibitors of Polymerase Iota; Pol iota fluorescent replication assay, 10 min; 390,000 tested, 1% active; DNA polymerase iota (Homo sapiens), Q9UNA4; Potency, µM (top dose mostly 115 µM), inactives show at the top dose activity, negative = inhibition, most hits filed as inhibitors
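Fluorescent replication assay read twice, at 0 min and 10 min after adding 50 nM (final) substrate. Enzyme (10 nM) and compounds were first incubated 15 min at room temperature; enzyme-free buffer wells were negative controls.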
Apoferritin bind = qHTS Assay for Identification of Novel General Anesthetics. Ferritin light chain (Equus caballus), P02791. apoferritin/1-aminoanthracene competitive binding, fluorescence. Potency, µM (doses to about 77.5 µM), for inactives: at the top dose activity change, negative = displacement, most hits filed as inhibitors. 350,000 tested, 0.074% active. AID 485281, 2010; further: on the % scale 0 is the no-effect control and ±100 the full control effect; nearly all actives have a fitted effect of over 20% in size
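Read-out: endpoint 1-AMA fluorescence, excitation 380 nm and emission 535 nm, after compounds sit 10 min at room temperature with 10 uM horse-spleen apoferritin in 50% saturated 1-AMA/PBS. Values come from four-parameter Hill fits.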
POLK inh = qHTS for Inhibitors of Polymerase Kappa | DNA polymerase kappa (Homo sapiens), Q9UBT6 | purified Pol kappa, fluorescent DNA synthesis assay, 10 min | Potency, µM (top dose mostly 107 µM), without a hit: at the top dose activity, negative = inhibition, actives largely listed as inhibitors | 400,000 tested, 0.53% active | AID 588579, 2011; further: on the % scale 0 is the no-effect control and ±100 the full control effect
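Kinetic fluorescence screen: compound preincubated 15 min RT with 10 nM enzyme; 50 nM substrate (final) initiates; reads at 0/10 min.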
BLM inh = qHTS Assay for Inhibitors of Bloom's syndrome helicase (BLM) | RecQ-like DNA helicase BLM (Homo sapiens), P54132 | Potency, µM (doses to about 56.1 µM), for inactives: at the top dose activity change, negative = inhibition, most hits filed as inhibitors | 350,000 tested, 0.2% active | recombinant BLM DNA unwinding, fluorescence dequenching;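 further: plate controls were vehicle for no effect and no enzyme for full effect; nearly all actives have a fitted effect of over 35% in size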
Target sequence (P54132 whole entry, looked up): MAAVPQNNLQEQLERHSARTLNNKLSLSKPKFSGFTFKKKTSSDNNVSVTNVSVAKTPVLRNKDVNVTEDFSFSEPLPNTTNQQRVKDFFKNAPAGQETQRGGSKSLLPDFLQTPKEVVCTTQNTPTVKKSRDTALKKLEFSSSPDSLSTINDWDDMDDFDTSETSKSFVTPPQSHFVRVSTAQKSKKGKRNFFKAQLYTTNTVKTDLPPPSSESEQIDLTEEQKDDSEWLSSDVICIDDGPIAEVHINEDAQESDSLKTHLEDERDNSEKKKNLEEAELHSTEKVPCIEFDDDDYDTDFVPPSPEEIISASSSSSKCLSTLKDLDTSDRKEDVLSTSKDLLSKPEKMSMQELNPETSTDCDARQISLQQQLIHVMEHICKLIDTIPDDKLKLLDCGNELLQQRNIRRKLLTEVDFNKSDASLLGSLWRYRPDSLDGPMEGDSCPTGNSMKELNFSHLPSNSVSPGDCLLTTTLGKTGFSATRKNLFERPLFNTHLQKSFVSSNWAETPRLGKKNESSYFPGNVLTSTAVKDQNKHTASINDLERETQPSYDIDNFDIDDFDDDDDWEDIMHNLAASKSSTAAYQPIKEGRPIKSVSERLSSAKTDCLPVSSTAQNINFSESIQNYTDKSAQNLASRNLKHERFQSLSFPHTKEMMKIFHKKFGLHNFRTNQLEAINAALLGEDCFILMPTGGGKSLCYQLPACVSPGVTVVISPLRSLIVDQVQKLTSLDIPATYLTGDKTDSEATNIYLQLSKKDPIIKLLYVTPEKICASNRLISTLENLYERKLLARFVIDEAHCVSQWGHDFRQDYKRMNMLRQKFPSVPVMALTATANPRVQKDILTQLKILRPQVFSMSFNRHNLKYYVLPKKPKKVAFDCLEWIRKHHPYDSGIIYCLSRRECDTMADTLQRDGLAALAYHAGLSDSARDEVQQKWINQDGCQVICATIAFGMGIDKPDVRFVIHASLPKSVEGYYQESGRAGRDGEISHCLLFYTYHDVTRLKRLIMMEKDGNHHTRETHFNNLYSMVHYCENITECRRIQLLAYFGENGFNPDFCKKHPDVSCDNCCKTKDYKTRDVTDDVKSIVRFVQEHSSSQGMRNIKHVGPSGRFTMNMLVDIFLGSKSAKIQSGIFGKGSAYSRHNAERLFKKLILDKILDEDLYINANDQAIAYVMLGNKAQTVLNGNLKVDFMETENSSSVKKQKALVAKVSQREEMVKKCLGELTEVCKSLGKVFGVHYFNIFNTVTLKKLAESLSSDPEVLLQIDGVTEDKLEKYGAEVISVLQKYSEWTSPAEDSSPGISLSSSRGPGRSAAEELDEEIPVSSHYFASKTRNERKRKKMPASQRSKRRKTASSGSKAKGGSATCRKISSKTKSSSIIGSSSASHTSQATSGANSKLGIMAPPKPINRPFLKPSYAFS
G9a inh = qHTS Assay for Inhibitors of Histone Lysine Methyltransferase G9a; AID 504332, 2011; Potency, µM (titrated, usually from 102 µM), without a hit: top-dose activity, negative = inhibition, usual class: inhibitors; Histone-lysine N-methyltransferase EHMT2 (Homo sapiens), Q96KQ7; G9a H3K9 monomethylation, AlphaScreen, 2 h; 350,000 tested, 8.8% active; further: on the % scale 0 is the no-effect control and ±100 the full control effect; nearly all actives have a fitted effect of over 75% in size
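Methyltransferase reactions run at room temperature for 2 h (20 nM enzyme, 500 nM biotin-H3K9 peptide, 20 uM SAM) after a 15 min compound preincubation; product detected by AlphaScreen beads and anti-H3K9me1 antibody.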
BAZ2B inh = qHTS Assay for Inhibitors of BAZ2B | Bromodomain adjacent to zinc finger domain protein 2B (Homo sapiens), Q9UIF8 | AlphaScreen BAZ2B-H3K14Ac peptide displacement | Potency, µM (doses to about 114 µM), without a hit: top-dose activity change, negative = inhibition, hits mostly inhibitors | 360,000 tested, 4.4% active; further: on the % scale 0 is the no-effect control and ±100 the full control effect; nearly all actives have a fitted effect of over 60% in size
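Multi-concentration screen (max 110 uM) measuring displacement of acetylated histone H3 peptide from BAZ2B by AlphaScreen, using 50 nM protein, 50 nM peptide and 10 ug/mL streptavidin donor plus Ni-chelate acceptor beads.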
Starred values were filed as active, the others as inactive; ? = inconclusive; . = not tested or not shown; & = joins results of further samples; [ ] = dose if it differs, or a comment. The call rests on the fitted dose curve; in most records, active means well fitted curve in the direction sought with a large enough effect; inconclusive means small, poorly fitted or top-dose-only effect, or another doubt; inactive means no such curve, though single readings can be large; an effect the other way counts as inactive or inconclusive. Potency means the concentration at half of the fitted maximal effect.

SMILES	APE1 inh	Pol beta inh	Pol eta inh	Pol iota inh	Apoferritin bind	POLK inh	BLM inh	G9a inh	BAZ2B inh
Cc1cccc(COc2ccc(/C=N/NC(=O)c3nnn(-c4nonc4N)c3COc3ccc(F)cc3)cc2)c1	-6.7%	0.1%	-13.3%	19.7%	-16.9%	-1.1%	-3.6%	5.4%[12.7 µM]	-11.4%
NNC(=O)c1ccc(O)cc1O	3.1%	8.2%	-12.7%	?	-11.2%	-20.4%	-4.0%	-1.5%[59 µM]	-2.9%
COc1ncc2nc(-c3ccc(Cl)cc3)c(=O)n(C[C@H]3CCCO3)c2n1	3.5%	.	.	.	.	-5.8%[60.1 µM]	1.4%	1.1%[12.7 µM]	.
COc1ccccc1CNS(=O)(=O)c1cc(C(=O)NCC2CCCO2)c(Cl)cc1Cl (stereo unspecified)	29.2%	.	-6.5%	-13.4%	.	-6.1%	.	.	.
Cc1ccc(Cl)cc1NC(=S)NCc1cccn1C	12.2%	-1.9%	-16.0%	13.1%	-12.6%	1.7%	1.6%	-15.8%[59 µM]	?
COCCOc1cnn(-c2cc(Oc3ccc(C)cc3)ncn2)c(=O)c1Cl	2.8%	2.7%	-18.6%	6.2%	-10.4%	-21.0%	-1.6%	3.6%[12.7 µM]	-25.4%
CC(C)CCNC(=O)Cn1cc2c(n1)CCCCC2	-1.9%	-21.2%	-14.7%	40.4%[activator]	-11.6%	2.4%	-1.2%	-13.4%[59 µM]	0.8%
Cc1nc2ccc([N+](=O)[O-])cc2c(=O)n1Cc1cccc(F)c1	40.7%[activator]	10.2%	-20.4%	-22.3%	1.7%	4.5%	-4.8%	-14.1%	-27.7%
O=c1/c(=C\c2cccc(O)c2)sc2nc(-c3ccccc3)c(-c3ccccc3)n12	-2.5%	?	-7.7%	7.8%	4.8%	11.6%	-15.3%	?	5.62µM*
CCC(=O)Nc1nnc(S(=O)(=O)N(C)Cc2ccco2)s1	-1.4%	19.1%	-3.2%	?	-8.2%	-5.4%	-1.6%	14.0%	-9.4%
COc1ccccc1/C=C/C(=O)OC(C)CN1CCOCC1 (stereo unspecified)	-4.3%	-3.9%	-4.4%	11.4%	-8.6%	-9.7%	-1.7%	-0.7%[59 µM]	-4.4%
COCCNc1ncnc2ccc(-c3c(C)noc3C)cc12	-7.4%	.	.	.	.	1.3%[60.1 µM]	-0.6%	8.4%[0.501 µM]	.
COc1cc(/C=C(\C#N)C(=O)Nc2ccc(C(=O)O)cc2)ccc1OC(=O)c1cccc(F)c1	?	0.0%	?	?	-8.5%	-14.1%	-4.0%	.	?
CNC(=O)C1(C(F)(F)F)C/C(=C\Cc2ccccc2)CCCO1 (stereo unspecified)	1.7%	.	.	?	-14.6%	-6.3%	-1.4%	.	.
Cc1ccc(NC(=O)c2c(Nc3ccccc3C)sc(C(=O)c3ccccc3)c2N)cc1	.	83.6%	-9.5%	19.2%	-22.9%	-1.1%[60.1 µM]	-2.9%	?	?
CNCCCOc1ccc(C)cc1OC	0.8%	6.1%	-2.6%	-14.1%	1.0%	-12.1%	-7.3%	.	39.8µM*
COCc1cc(=O)oc2cc(NC(=O)c3ccc(C(C)(C)C)cc3)ccc12	11.7%	?	-11.2%	96.2%[activator]	-3.1%	-5.7%	-6.2%	14.6%	3.2%
CSc1nsc(SC)c1NC(=O)Nc1ccccn1	-2.2%	2.8%	-11.4%	4.9%	-10.8%	7.5%	-3.0%	?	-2.0%
N#CCc1ccc(NS(=O)(=O)c2cccs2)cc1	-1.6%	-24.3%	10.3%	7.7%	?	4.8%	-0.3%	12.1%[59 µM]	7.6%
COc1ccccc1N1CCN(S(=O)(=O)c2c(C)[nH]c(C)c2C(=O)N2CCCC2)CC1	62.5%[activator]	-15.6%	-12.3%	15.0%	6.5%	0.4%	-0.2%	11.0%	-16.1%

Printed as active in BAZ2B inh (from the list above):
SMILES	APE1 inh	Pol beta inh	Pol eta inh	Pol iota inh	Apoferritin bind	POLK inh	BLM inh	G9a inh	BAZ2B inh
O=c1/c(=C\c2cccc(O)c2)sc2nc(-c3ccccc3)c(-c3ccccc3)n12	-2.5%	?	-7.7%	7.8%	4.8%	11.6%	-15.3%	?	5.62µM*
CNCCCOc1ccc(C)cc1OC	0.8%	6.1%	-2.6%	-14.1%	1.0%	-12.1%	-7.3%	.	39.8µM*

Going on with the list.
SMILES	APE1 inh	Pol beta inh	Pol eta inh	Pol iota inh	Apoferritin bind	POLK inh	BLM inh	G9a inh	BAZ2B inh
Cc1ccc(C(=O)OCC(=O)NCCN2C(=O)CSC2=O)cc1	1.2%	-14.8%	-14.8%	39.0%[activator]	-10.7%	-9.4%	-9.3%	26.1%[59 µM]	-4.9%
O=C(NNC(=O)C1COc2ccccc2O1)c1ccccc1O (stereo unspecified)	8.7%	.	-18.7%	0.8%	.	-3.4%	.	7.6%	3.4%
O=C(c1cc(S(=O)(=O)Nc2ccccc2F)c(Cl)cc1Cl)N1CCN(CCO)CC1	-7.5%	-12.0%	-0.1%	-6.5%	-2.9%	-9.0%	-4.1%	?	-0.2%
COc1ccc(C2/C=C\CN(C(=O)CC(C)C)CC(=O)N2Cc2ccc(F)cc2)cc1 (stereo unspecified)	-6.8%&11.6%	-1.4%	-18.5%	-12.1%&29.8%	-22.5%&-15.9%	2.2%&5.1%	-4.6%&-3.1%	10.6%[59 µM]	0.5%
CCc1ccc(Oc2c(C(F)(F)F)oc3c(CN4CCC(C)CC4)c(O)ccc3c2=O)cc1	.	-18.5%	-10.9%	54.8%[activator]	-8.0%	-0.5%	-1.2%	4.0%[59 µM]	-0.7%
CCn1c(CNC(=O)COc2ccc(C(C)C)cc2)nnc1SCC(=O)NC1CCCCC1C (stereo unspecified)	16.8%	25.8%	-11.5%	10.2%	3.2%	-11.2%	-2.0%	?	-2.5%
CC(C)N(CCNC(=O)c1oc(=O)c2ccccc2c1-c1ccccc1)Cc1ccco1	8.6%	10.8%	-21.8%	29.6%	-21.2%	-5.2%	-8.0%	-33.8%	-31.3%
Cc1cn(C2CC3OCC3O2)c(=O)[nH]c1=O (stereo unspecified)	-1.1%	-1.4%	-8.2%	36.1%[activator]	-11.5%	-7.5%	-0.8%	-3.6%[12.7 µM]	0.0%
CCc1nc2c(sc3nc4c(cc32)COC(C)(C)C4)c(=O)n1CCN(CC)CC	11.4%	-1.5%	3.2%	1.9%	-9.4%	-1.6%	1.9%	-41.1%	-27.2%
COC(=O)c1ccn(CC(=O)NC2CCCCC2)n1	29.9µM*	39.8µM*	?	-20.0%	-10.9%	-20.8%	-2.2%	.	?
O=C(O)c1cc(-c2ccc(/C=N/Nc3ccc(Cl)cc3)o2)ccc1Cl	-2.1%	-20.3%	?	?	-4.4%	-23.1%	-1.7%	?	-34.3%
O=C(Cc1ccccc1)N(Cc1cccnc1)c1nc2c(F)cccc2s1	.	-13.3%	9.2%	5.4%	-7.4%	-12.1%[60.1 µM]	-8.1%	6.4%[59 µM]	-6.4%
CC(C)(Oc1ccc(Cl)cc1)C(=O)O	19.7%	.	-9.5%	-14.3%	-8.9%[29.3 µM]	-2.5%	-6.0%	5.3%[12.7 µM]	4.5%
COc1ccc2c(c1)[C@]1(C)CCC(=O)C[C@H]1CC2	2.2%	.	.	.	-7.3%	-14.8%[60.1 µM]	-12.6%	.	.
COc1cccc(NC(=O)Cn2c(=O)n(CCCC(=O)NCc3ccc4c(c3)OCO4)c(=O)c3ccccc32)c1	.	-26.0%	-5.1%	1.7%	1.7%	-17.3%	-3.1%	6.3%[59 µM]	2.6%
O=C(CNC(=O)c1cccs1)c1ccc(Cl)cc1	19.7%	4.2%	-12.7%	104.0%[activator]	-0.9%	-5.8%	-10.1%	-9.5%	2.8%
O=C(NC1CCCCC1)C(c1cccnc1)N(C(=O)c1csnn1)C1CCCC1 (stereo unspecified)	4.8%	28.5%	-5.2%	14.2%	1.4%	4.9%	0.5%	-9.3%[59 µM]	-0.5%
CN(C)C(=O)/C(=C\c1ccncc1)NC(=O)c1ccccc1	-1.6%	-1.1%	-24.0%	46.6%[activator]	-12.1%	2.5%	-3.8%	-28.2%	-12.7%
CCN(CC)S(=O)(=O)c1cccc(C(=O)Nc2cccnc2)c1	-9.4%	12.6%	0.0%	17.4%	10.2%	-7.0%	3.8%	?	25.7%
O=C(c1ccccc1)N1N=C(c2ccccc2)CC1c1ccccc1[N+](=O)[O-] (stereo unspecified)	1.7%	50.0%	-4.0%	18.5%	-4.5%	-9.6%	-2.4%	2.2%[59 µM]	7.0%
Cc1ccc(S(=O)(=O)CC(C)N2CCOCC2)c(S(=O)(=O)CC(C)N2CCOCC2)c1 (stereo unspecified)	-0.3%	-1.3%	-8.5%	20.5%	-8.9%	-0.9%	-2.7%	?	.
O=C(CN(c1ccc(Cl)cc1)S(=O)(=O)c1ccc(Cl)c([N+](=O)[O-])c1)NCCc1ccccc1	-1.8%	7.2%	-8.4%	210.0%[activator]	-18.4%	0.0%	4.3%	50.1µM*	-31.7%
O=C(COc1ccccc1)N1CCN(c2nnc(-c3ccccc3)c3ccccc23)CC1	1.5%	?	-14.3%	-6.5%	?	-19.4%	1.1%	-3.3%	6.0%

Shown with values under each structure: part of the list above.
Order of values: APE1 inh	Pol beta inh	Pol eta inh	Pol iota inh	Apoferritin bind	POLK inh	BLM inh	G9a inh	BAZ2B inh
> CSc1nsc(SC)c1NC(=O)Nc1ccccn1
 : -2.2%	2.8%	-11.4%	4.9%	-10.8%	7.5%	-3.0%	?	-2.0%
> COc1ccc2c(c1)[C@]1(C)CCC(=O)C[C@H]1CC2
 : 2.2%	.	.	.	-7.3%	-14.8%[60.1 µM]	-12.6%	.	.

Not all compounds are listed, so the mix of outcomes need not match the whole.
